# LYPLA1 inh: LYPLA1 inhibitors, primary screen, counter-screen for PME1 inhibitor project, biochemical, fluorescence polarization, FP-Rh probe ABPP; Acyl-protein thioesterase 1 (Homo sapiens), O75608; recombinant LYPLA1; inhibition, % at 5.9 µM; 320,000 compounds, 0.16% hits;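 active means inhibition above the mean of all tested compounds plus 3 SD, set per campaign, cut at about 14% in these data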;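 further: inhibitors block serine hydrolase probe labeling of LYPLA1 so polarization falls; 0% = enzyme with DMSO and 100% = wells lacking LYPLA1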
# PAFAH2 inh: PAFAH2 enzyme inhibitors, primary screen, biochemical, fluorescence polarization, human | Platelet-activating factor acetylhydrolase 2, cytoplasmic (Homo sapiens), Q99487 | inhibition, % at 3.39 µM | 340,000 compounds, 0.99% hits | AID 492956, 2010 | recombinant PAFAH2, FP-rhodamine activity probe;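 active means inhibition above the mean over all tested compounds plus 3 SD, cut at about 30% in these data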;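 further: inhibitors block probe labeling of enzyme so polarization drops; 0% = enzyme with DMSO and 100% = wells lacking PAFAH2 protein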
# EBNA-1 inh: EBNA-1 DNA-binding inhibitors, primary screen, biochemical, fluorescence polarization. inhibition, % at 14.8 µM. 300,000 compounds, 0.34% hits. AID 1950, 2009; in the data active means inhibition above about 28%
# PAFAH1B2 FP inh: PAFAH1B2 enzyme inhibitors, primary screen, biochemical, fluorescence polarization, human; 340,000 compounds, 1.2% hits; Platelet-activating factor acetylhydrolase IB subunit alpha2 (Homo sapiens), P68402; recombinant PAFAH1B2, FP-rhodamine activity probe; inhibition, % at 3.39 µM;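 active means inhibition above the mean of all tested compounds plus 3 SD, cut at about 24% in these data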;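 further: 0% = enzyme with DMSO and 100% = wells lacking PAFAH1B2; many of its hits are not listed in these tables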
# Target sequence (P68402 whole entry, looked up): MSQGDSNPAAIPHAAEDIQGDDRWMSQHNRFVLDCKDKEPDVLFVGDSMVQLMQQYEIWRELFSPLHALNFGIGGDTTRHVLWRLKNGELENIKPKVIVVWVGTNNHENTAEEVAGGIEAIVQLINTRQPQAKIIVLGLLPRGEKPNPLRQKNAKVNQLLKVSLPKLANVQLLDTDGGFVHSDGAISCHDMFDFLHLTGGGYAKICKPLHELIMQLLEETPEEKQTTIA
# PAFAH1B3 inh: PAFAH1B3 enzyme inhibitors, primary screen, biochemical, fluorescence polarization, human; Platelet-activating factor acetylhydrolase IB subunit alpha1 (Homo sapiens), Q15102; recombinant PAFAH1B3, FP-rhodamine probe; inhibition, % at 3.39 µM; 340,000 compounds, 0.28% hits;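 active means inhibition above the screen-wide average of all tested compounds plus 3 SD, cut at about 25% in these data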;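 further: 0% = enzyme with DMSO only and 100% = wells lacking PAFAH1B3 protein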
# PREPL inh: PREPL enzyme inhibitors, primary screen, biochemical, fluorescence polarization; AID 2751, 2010; inhibition, % at 5.96 µM; 320,000 compounds, 0.68% hits; Prolyl endopeptidase-like (Homo sapiens), Q4J6C6; recombinant PREPL, fluorescence polarization activity-based probe; in the data active means inhibition above about 43%;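 further: 0% = enzyme with DMSO and 100% = wells lacking enzyme; many of its hits are not listed in these tables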
# pPAFAH inh: pPAFAH enzyme inhibitors, primary screen, biochemical, fluorescence polarization, human; recombinant pPAFAH, FP-rhodamine probe fluorescence polarization; inhibition, % at 3.39 µM; 330,000 compounds, 1.5% hits;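 active means inhibition above the mean inhibition across the screen plus 3 SD, cut at about 25% in these data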;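 further: inhibitors block binding of the rhodamine activity-based probe so polarization drops; 0% = enzyme with DMSO and 100% = wells lacking pPAFAH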
# Target sequence (Q13093 whole entry, looked up): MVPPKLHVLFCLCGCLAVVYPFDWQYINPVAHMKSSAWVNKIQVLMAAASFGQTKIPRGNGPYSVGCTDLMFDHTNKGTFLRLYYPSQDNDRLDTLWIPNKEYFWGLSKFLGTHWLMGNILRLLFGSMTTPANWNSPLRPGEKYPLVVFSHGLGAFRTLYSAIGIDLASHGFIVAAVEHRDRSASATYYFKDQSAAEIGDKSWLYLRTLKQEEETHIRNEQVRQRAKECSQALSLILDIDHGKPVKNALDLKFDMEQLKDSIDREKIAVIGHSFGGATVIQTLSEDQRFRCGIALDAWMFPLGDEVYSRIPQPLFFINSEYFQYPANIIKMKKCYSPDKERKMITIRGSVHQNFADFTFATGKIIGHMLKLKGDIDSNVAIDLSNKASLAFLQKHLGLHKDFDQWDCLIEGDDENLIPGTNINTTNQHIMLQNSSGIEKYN
# ZTA counter: ZTA (EBV) inhibition in EBNA-1 counter-screen | P03206 | inhibition, % at 11 µM | 320,000 compounds, 0.15% hits | ZTA-DNA binding, fluorescence polarization; in the data active means inhibition above about 33%
# Target sequence (P03206 whole entry, looked up): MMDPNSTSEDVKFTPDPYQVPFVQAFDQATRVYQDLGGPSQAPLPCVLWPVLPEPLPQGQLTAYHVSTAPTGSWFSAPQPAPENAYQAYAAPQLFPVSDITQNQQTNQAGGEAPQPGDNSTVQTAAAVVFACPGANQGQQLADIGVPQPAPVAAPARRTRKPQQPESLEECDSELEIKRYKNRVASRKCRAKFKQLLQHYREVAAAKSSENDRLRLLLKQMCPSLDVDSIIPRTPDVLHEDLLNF
# LYPLA2 inh: LYPLA2 inhibitors, primary screen, counter-screen for PME1 inhibitor project, biochemical, fluorescence polarization, FP-Rh probe ABPP | recombinant LYPLA2 | inhibition, % at 5.9 µM | 320,000 compounds, 0.38% hits | AID 2177, 2009;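 active means inhibition above the screen-wide mean plus 3 SD, limit set per campaign, cut at about 26% in these data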;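 further: 0% = LYPLA2 with DMSO and 100% = wells lacking LYPLA2 enzyme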
# * hit, by the source's call; x = no result given.
SMILES,LYPLA1 inh,PAFAH2 inh,EBNA-1 inh,PAFAH1B2 FP inh,PAFAH1B3 inh,PREPL inh,pPAFAH inh,ZTA counter,LYPLA2 inh
CC(=O)Nc1cc(C(=O)N2CCC3(CC2)OCCO3)ccc1Sc1ccc(C)cc1,1,3,0,6,11,16,-2,7,2
CCCCC(=O)N/N=C/c1c(O)n(CC)c(=S)n(CC)c1=O,3,-7,15,-2,-7,1,11,-2,3
C[N+](C)(C)CC(=O)Nc1ccc(Cl)cc1C(=O)c1ccccc1,-2,3,-13,2,12,30,-6,-15,1
CCOc1cc2c(cc1OCC)-n1cccc1C(c1ccccc1F)NC2 (stereo not given),2,4,5,0,2,6,-4,-4,-8
CC(=NCc1ccc2c(c1)OCO2)c1c(O)n(-c2ccc(C)cc2)c(=O)[nH]c1=O,0,-1,-3,-3,4,39,8,-2,-1
COC(=O)C1C(O)C(C)C(O)C(C)/C=C\C=C(/C)C(=O)Nc2c(C)c(OC(C)=O)c3c(c2O)C(=O)C(C)=C2OCOC(=C23)/C(C)=C/C(C)(O)C(O)C(C)C1O (stereo not given),0,-6,10,5,7,0,9,-7,-3
O=C(O)C(Cl)(Cl)Cl,-5,x,18,x,x,3,-1,7,-4
N=c1c[n+](C2CCCCC2)[n-]o1,-2,-4,-8,2,15,9,-1,-1,-4
CCCCCCCn1c(=O)c(C(=O)Nc2cnccn2)c(O)c2ccccc21,5,6,0,10,13,0,5,-2,3
Cc1cc(S(=O)(=O)NC(C)C)ccc1OCC(=O)N1CCN(Cc2ccc3c(c2)OCO3)CC1,0,11,7,0,1,10,-1,-8,3
O=c1[nH]c(O)c(C=NC2CCN(Cc3ccccc3)CC2)c(=O)[nH]1,2,-1,0,1,6,-1,1,2,-1
Clc1ccc(CNC2CN3CCC2CC3)cc1 (stereo not given),0,-4,4,10,9,2,-2,7,-5
COc1ccc(-n2nc(C(=O)NCC(=O)N3CCC4(CC3)OCCO4)c3ccccc3c2=O)cc1,-2,2,1,7,-4,8,0,4,5
CCC(=NCc1ccco1)c1c(O)n(C)c(=O)n(C)c1=O,0,3,0,3,-1,11,1,-22,-3
O=C(NC(=O)N1CCC2(CC1)OCCO2)c1ccc(Cl)cc1,1,6,-1,2,3,1,6,-5,8
O=P(N1CCCCC1)(N1CCCCC1)C(Cl)(Cl)Cl,-1,3,8,3,1,-4,-1,3,-1
COC(=O)C1=C(c2ccc(S(C)(=O)=O)cc2)C[C@@H]2CC[C@H]1N2C(=O)NCc1ccco1,3,8,-4,-1,6,-1,-2,-6,4
COC(=O)C1=C(c2ccc(F)cc2F)C[C@@H]2CC[C@H]1N2C(=O)NC1CC1,1,-4,x,1,-4,8,0,-6,-2
CCOc1ccccc1-n1c(O)c(C=Nc2c(C)n(C)n(-c3ccccc3)c2=O)c(=O)[nH]c1=O,1,0,-11,-4,6,10,-1,-5,2
CCC(=NCCCN1CCOCC1)c1c(O)n(Cc2ccccc2)c(=O)[nH]c1=O,-2,-5,0,7,4,-5,3,-4,0
COC(=O)C1=C(c2ccc(OC(F)(F)F)cc2)C[C@@H]2CC[C@H]1N2C(=O)NCc1cc(C)oc1C(F)(F)F,3,-5,x,3,9,7,8,-6,2
Cc1cccc(CN2CCN(Cc3ccc(Cl)cc3)CC2)c1,1,3,-6,0,3,1,1,-1,-5
O=C(c1sc2ccccc2c1Cl)N1CCC2(CC1)OCCO2,-4,-5,3,2,4,4,3,-14,-4
Nc1c2c(nc3sc4c(c13)CCCC4)CCCC2,0,4,-8,1,0,13,3,-16,-4
CCOc1cc(/C=C2\C(=O)NC(=O)N(C)C2=O)cc([N+](=O)[O-])c1O,-2,-5,8,2,5,18,0,3,-4
Oc1cc2c(cc1CN1CCN(c3ccccc3)CC1)OCO2,-1,-8,10,-3,7,24,3,10,0
Cc1cccc(C)c1NC1=NCCCCS1,-3,3,-5,0,3,-4,5,-5,2
COc1ccc(OC)c(N=Cc2c(O)[nH]c(=O)[nH]c2=O)c1,4,-5,-15,5,7,-1,8,-23,2
CCN(CC)P(=O)(c1n(CC)cc[n+]1CC)N(CC)CC,-1,4,-3,-3,3,-4,3,-5,-2
COCCn1c(-c2ccccc2)cc(C(=O)O)c1C,1,3,-4,0,10,8,1,0,2
COC(=O)C1=C(c2ccc(F)cc2OCc2ccccc2)C[C@@H]2CC[C@H]1N2C(=O)NCc1ccc(C(C)(C)C)cc1,-1,12,x,-2,8,3,4,4,5
COc1ccc(CCNCC2CCCO2)cc1 (stereo not given),1,-2,-2,4,3,2,-4,2,0
O=P(Oc1ccccc1)(Oc1ccccc1)N1CCN(c2ccc(F)cc2)CC1,-4,6,0,2,1,13,3,11,3
CNC(=O)N(C)c1ccc(C(O)(C(=O)OC)C(F)(F)F)cc1 (stereo not given),-1,5,9,0,-2,-1,6,0,2
CCNC(=O)NNC(=O)C1CC(c2cccnc2)=NO1 (stereo not given),3,0,-4,4,4,2,-1,-10,7
CC1(O)CCN2C(=O)CCc3cccc1c32 (stereo not given),3,4,x,9,9,15,3,-1,0

# Exported with two lines to a compound: part of the list above.
# Values run as follows: LYPLA1 inh	PAFAH2 inh	EBNA-1 inh	PAFAH1B2 FP inh	PAFAH1B3 inh	PREPL inh	pPAFAH inh	ZTA counter	LYPLA2 inh
- COC(=O)C1=C(c2ccc(F)cc2OCc2ccccc2)C[C@@H]2CC[C@H]1N2C(=O)NCc1ccc(C(C)(C)C)cc1
 : -1	12	x	-2	8	3	4	4	5
- COc1ccc(CCNCC2CCCO2)cc1 (stereo not given)
 : 1	-2	-2	4	3	2	-4	2	0
- O=P(Oc1ccccc1)(Oc1ccccc1)N1CCN(c2ccc(F)cc2)CC1
 : -4	6	0	2	1	13	3	11	3

# Later entries.
SMILES,LYPLA1 inh,PAFAH2 inh,EBNA-1 inh,PAFAH1B2 FP inh,PAFAH1B3 inh,PREPL inh,pPAFAH inh,ZTA counter,LYPLA2 inh
CCOc1ccc(-c2cc(C)[n+](CCN3CCOCC3)c(-c3ccc(OCC)cc3)c2)cc1,0,-3,-5,7,4,9,8,5,3
COc1cccc(OC)c1CN1CCCC(C(=O)c2cccc(Cl)c2)C1 (stereo not given),-2,6,7,4,4,-1,2,2,-4
Cc1ccccc1C(O)(Cc1ccccc1)C1CN2CCC1CC2 (stereo not given),-2,5,-8,0,10,5,0,-19,-5
CCOC(=O)c1cccc(-[n+]2c(-c3ccccc3)cc(-c3ccccc3)cc2-c2ccccc2)c1,-2,-3,0,-4,1,25,-5,1,0
Cc1ccc(N)c(C(=O)c2ccccc2)c1,-2,-2,0,2,-7,-8,0,1,-5
O=C1NC(=O)N(c2ccccc2)C(=O)/C1=C/c1coc2ccc(O)cc2c1=O,0,2,9,5,4,4,3,11,4
O=C(Nc1ccc(F)cc1F)c1cccnc1Oc1cccc(C(F)(F)F)c1,1,-12,8,3,0,0,10,-11,0
Cn1c(=O)c2c(nc(N/N=C/c3c(O)n(C4CCCCC4)c(=S)[nH]c3=O)n2C)n(C)c1=O,0,10,5,29*,16,-10,9,11,1
COC(=O)C1=C(c2cccc(OCc3ccccc3)c2)C[C@@H]2CC[C@H]1N2C(=O)NCc1ccc(OC)cc1,-1,-1,x,12,-11,7,5,1,-5
CCCCn1c(O)c(C=NCCCn2ccnc2)c(=O)[nH]c1=O,0,7,2,4,-3,11,4,4,0
O=C(COC(=O)Cc1ccccc1)Nc1cc(S(=O)(=O)N2CCOCC2)ccc1N1CCCC1,-3,9,4,4,2,4,39*,-2,1
CC1CN=C(Nc2ccccc2)S1 (stereo not given),0,0,1,4,7,16,2,8,1
COC(=O)C1=Nc2ccccc2/C1=C\c1c(O)n(-c2cc(OC)ccc2OC)c(=O)[nH]c1=O,0,5,-6,2,4,3,0,1,-5
COc1ccc(CCNC(=O)COC(=O)Cc2ccccc2)cc1,0,-5,-20,2,0,-5,12,-6,3
N[C@@H](Cc1cc(Br)c(O)c(Br)c1)C(=O)O,-2,x,-1,x,x,5,7,18,6
COc1cc2c(cc1O)C[C@H]1c3c(cc(O)c(OC)c3-2)CCN1C,2,11,6,-9,3,-9,4,8,5
CCCC[n+]1cc(=N)o[n-]1,-5,-2,-12,5,3,-1,4,-5,-10
C#CC[N+]1(C)[C@@H]2CC(OC(=O)C(CO)c3ccccc3)C[C@H]1C(O)C2 (stereo not given in full),-2,15,-6,13,18,9,2,-1,4
CN1CC(C(=O)c2ccccc2)C(C(=O)c2ccccc2)C1 (stereo not given),-1,-3,10,3,-9,7,20,-11,8
CCOc1ccc(Cc2c(O)[nH]c(=O)[nH]c2=O)cc1,2,9,-12,0,9,11,-6,-2,-3
Cc1ccc(N)cc1N,-1,1,x,6,8,54*,7,-12,3
CN(C)c1ccc(N=Cc2c(O)n(CCC3=CCCCC3)c(=O)[nH]c2=O)cc1,2,-3,-10,5,3,7,4,-5,-3
CC(=O)OC(C)(C)/C=C/C(=O)[C@](C)(O)C1[C@H](O)C[C@@]2(C)C3CC=C4C(C[C@H](O)C(=O)C4(C)C)[C@]3(C)C(=O)C[C@]12C (stereo not given in full),x,2,x,6,3,1,5,x,x
CC1=C(C(=O)N2CCC3(CC2)OCCO3)C2(CCC(C)CC2)OC1=O (stereo not given),-1,10,0,3,10,6,1,-1,-1
CCCc1nc2ccccc2c(=O)n1-c1ccc(O)cc1,-2,3,-15,3,-1,20,1,-2,-3
COC(=O)C1=C(c2cccc(OC)c2OC)C[C@@H]2CC[C@H]1N2C(=O)NCc1ccco1,1,-3,11,-6,-1,0,3,-2,-2
CC(C)OC(=O)Cc1ccccc1,1,2,x,3,4,1,4,-2,0
COC(=O)c1c(C)n(Cc2ccccc2)c2ccc(O)cc12,0,5,4,5,7,19,6,2,3
C#C[C@]1(O)CC[C@H]2[C@@H]3CCC4=Cc5nc6nc7ccccc7n6cc5C[C@]4(C)[C@H]3CC[C@@]21C,-7,0,-2,-4,-1,-10,-3,15,-2
O=C1NC(=O)N(Cc2ccccc2)C(=O)/C1=C/C=C/c1ccco1,-2,20,9,0,4,2,19,11,1
COc1ccc(CC(=O)N(C)C2CCCN(Cc3ccccc3F)C2)cc1OC (stereo not given),-1,-1,2,1,1,-2,3,-6,-2
C[C@]12CCC(=O)C[C@H]1CC[C@@H]1[C@@H]2CC[C@]2(C)[C@@H](O)CC[C@@H]12,0,x,-3,x,x,-2,-9,-9,-2
COC(=O)C1=C(c2cc3ccccc3o2)C[C@@H]2CC[C@H]1N2C(=O)NC(C)C,0,2,8,4,4,5,5,10,4
CC[C@H](C)/C=C(C)/C=C/C1=CC2=C(Cl)C(=O)[C@](C)(OC(C)=O)C(=O)C2=CO1,x,40*,x,10,7,32,67*,x,x
COc1ccc(CC2c3cc(OC)c(OC)cc3CCN2C)cc1OC (stereo not given),2,-7,-16,-3,6,-5,-4,-2,5
CC(CC(C#N)(c1ccccc1)c1ccccc1)N(C)C (stereo not given),x,-4,x,-1,2,-26,1,x,x
Cc1ccc(-n2c(O)c(/C=N/N3CCOCC3)c(=O)[nH]c2=S)cc1,-4,-3,6,1,-9,0,8,-1,-2
COc1ccc(CCn2c(O)c(/C=N/N3CCCCC3)c(=O)[nH]c2=O)cc1OC,-1,6,8,3,0,-2,-1,2,0
COc1cc(CN2CCNCC2)cc(OC)c1OC,-2,3,6,2,10,0,3,-1,-1

# Compound activity (PubChem BioAssay)

# These rows are one share of the data, so the mix of outcomes need not match the whole.
